tim23-1 inh = growth inhibitors of tim23-1 mutant yeast, primary screen, luminescence, uHTS; 330,000 compounds, 1.3% hits; AID 463212, 2010; S. cerevisiae tim23-1 growth, BacTiter-Glo luminescence, 24 h; inhibition, % at 20 µM;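 active = growth inhibition of the mutant yeast at or above 50%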;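 note: temperature-sensitive mutant grown at 25 °C; plate controls were DMSO-treated mutant yeast for no effect and medium wells lacking yeast for full effect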
APJ agonist = agonists of human apelin receptor APJ, primary screen, CHO-K1 cells, PathHunter beta-arrestin, luminescence. P35414. 0% DMSO wells, 100% apelin. activation, % at 20 µM. 330,000 compounds, 0.11% hits. AID 2520, 2010;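 active = activation more than six SD over the plate average, tested at 20 µM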;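 note: 0% = DMSO alone and 100% = apelin-13 at 10 nM; some results filed as inactive read as strong as hits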
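system = engineered CHO-K1 APJ arrestin reporter cells | input = 1000 cells per well | timing = overnight seeding, 90 min compound at 25 °C, 1 h detection | measured by = enzyme-fragment complementation luminescence | read-out = beta-arrestin recruitment to APJ as agonist activity, luminescent signal | control set = negative DMSO alone, positive Apelin-13 at 10 nM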
UPR XBP1 act = activators of adaptive XBP1 UPR arm, primary screen, cell-based, CHO-XBP1 luciferase reporter, luminescence, uHTS; IRE1-XBP1 UPR activation; percent of tunicamycin response, DMSO as zero; activation, % at 20 µM; 330,000 compounds, 0.33% hits; AID 463104, 2010;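 active = versus positive control, 20 µM dose yields 30% or more activation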;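 note: 100% = tunicamycin at 10 µg/mL and 0% = DMSO only wells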
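Test system: CHO-XBP1 luciferase reporter cells | Buffer or medium: Serum-containing F12 medium, 10% FBS | Schedule: 6 h compound exposure at 37 °C, 5% CO2 | Detection: Steady-Glo luciferase glow luminescence, 10 min after reagent addition | Read-out basis: Activation, % of tunicamycin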
Jurkat NFkB inh = inhibitors of induced NF-kB luciferase reporter, primary screen, TCR NF-kB activation inhibitor project, cell-based, luminescence, uHTS. Jurkat, PMA/ionomycin-induced NF-kB luciferase reporter. inhibition, % at 4 µM. 330,000 compounds, 0.53% hits. AID 435003, 2010; in the data active = inhibition above about 50%
APJ antagonist = antagonists of human apelin receptor APJ, primary screen, CHO-K1 cells, beta-arrestin complementation, luminescence. P35414. inhibition, % at 20 µM. 330,000 compounds, 0.32% hits. AID 2521, 2010;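 active = inhibition above about 40% at 20 µM, limit read from the data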;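 note: cells challenged with 10 nM apelin-13 agonist together with compound; plate controls were apelin-13 plus DMSO wells for no effect and DMSO wells lacking apelin-13 for full effect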
697 NFkB inh = inhibitors of PMA/ionomycin-induced NF-kB reporter, 697 cells, primary screen, B-cell NF-kB inhibitor project, cell-based, luminescence, uHTS | 697 B-cell NF-kB luciferase reporter, 16 h | AID 435022, 2010 | inhibition, % at 4 µM | 330,000 compounds, 0.33% hits; in the data active = inhibition above about 35%
CHOP UPR activ = activators of apoptotic CHOP UPR arm, primary screen, cell-based, CHO-CHOP luciferase reporter, luminescence, uHTS. AID 449763, 2010. activation, % at 10 µM. UPR activation; percent of tunicamycin response over DMSO baseline. 330,000 compounds, 0.34% hits;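 active = at 10 µM dose, activation of 40% or more, normalized to positive control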;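 note: 100% = tunicamycin at 10 µg/mL and 0% = DMSO alone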
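Evaluation: % reporter activation, DMSO baseline versus tunicamycin full activation; System: CHO-CHOP luciferase reporter cell line; Input: 500 cells/well; Incubation: 6 h compound treatment, 37 °C; Measured by: Steady-Glo luciferase luminescence; Dosing: one dose, 10 µM in 0.5% DMSO; Buffer or medium: F12 medium, 10% FBS; Benchmarks: positive tunicamycin 10 µg/mL, negative DMSO alone.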
Mdm2 MdmX PPI = inhibitors of human Mdm2-MdmX association, primary screen, cell-based, luminescence, split luciferase, SaOS-2, uHTS; Protein Mdm4 (Homo sapiens) + E3 ubiquitin-protein ligase Mdm2 (Homo sapiens), …; inhibition, % at 8 µM; 330,000 compounds, 3% hits; SaOS-2 split-luciferase Mdm2/MdmX complementation;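 active = inhibition of at least 50% at 8 µM in the primary screen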
Target sequence (O15151 whole entry, looked up): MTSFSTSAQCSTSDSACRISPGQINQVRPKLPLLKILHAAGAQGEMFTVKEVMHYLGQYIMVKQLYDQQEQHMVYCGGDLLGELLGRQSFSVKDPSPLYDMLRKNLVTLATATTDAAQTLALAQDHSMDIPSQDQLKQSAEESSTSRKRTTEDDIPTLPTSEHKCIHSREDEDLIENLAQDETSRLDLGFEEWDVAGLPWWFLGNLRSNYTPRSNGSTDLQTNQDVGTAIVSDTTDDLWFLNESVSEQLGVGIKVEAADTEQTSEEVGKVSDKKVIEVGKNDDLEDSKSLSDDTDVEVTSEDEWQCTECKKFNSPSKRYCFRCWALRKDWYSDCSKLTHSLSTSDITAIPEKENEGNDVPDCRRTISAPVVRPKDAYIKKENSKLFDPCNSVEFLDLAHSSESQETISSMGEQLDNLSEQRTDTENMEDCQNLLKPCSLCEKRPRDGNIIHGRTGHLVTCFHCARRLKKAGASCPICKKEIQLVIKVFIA
Target sequence (Q00987 whole entry, looked up): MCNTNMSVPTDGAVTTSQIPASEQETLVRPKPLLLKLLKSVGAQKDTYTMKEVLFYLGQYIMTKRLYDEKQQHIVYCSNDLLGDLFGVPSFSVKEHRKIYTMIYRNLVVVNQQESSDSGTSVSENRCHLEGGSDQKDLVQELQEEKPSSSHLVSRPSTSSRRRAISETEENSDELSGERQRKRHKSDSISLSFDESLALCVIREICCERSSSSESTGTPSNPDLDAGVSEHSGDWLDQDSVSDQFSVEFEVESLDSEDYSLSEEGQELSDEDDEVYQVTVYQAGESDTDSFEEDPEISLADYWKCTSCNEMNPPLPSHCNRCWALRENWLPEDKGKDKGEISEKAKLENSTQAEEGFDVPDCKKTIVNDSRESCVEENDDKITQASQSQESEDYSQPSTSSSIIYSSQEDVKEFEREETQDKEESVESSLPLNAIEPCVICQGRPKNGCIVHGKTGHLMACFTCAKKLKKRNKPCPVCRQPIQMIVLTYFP
Starred values were filed as active, the others as inactive; x = not tested or not shown; & = joins results of further samples.

Results follow in this order: tim23-1 inh | APJ agonist | UPR XBP1 act | Jurkat NFkB inh | APJ antagonist | 697 NFkB inh | CHOP UPR activ | Mdm2 MdmX PPI
> COCCN(Cc1ccccc1)C(=O)c1cccc(S(=O)(=O)N2CCCc3ccccc32)c1
→ 35 | -7 | -5 | -7 | -2 | -29 | 3.8 | 15
> O=C(NC(Cc1c[nH]c2ccccc12)C(=O)N/N=C/c1cccc2ccccc12)c1cccs1 (configuration not stated)
→ 23 | 2 | 0 | -7 | 8 | 8 | -0.6 | 27
> COCCN(C(=O)COC(=O)CC1CCCCC1)c1c(N)n(Cc2ccccc2)c(=O)[nH]c1=O
→ 12 | -7 | -6 | 8 | 11 | -5 | 2.3 | 25
> CCC(C(=O)NCc1ccco1)N(C(=O)CNS(=O)(=O)c1ccccc1)C1CCCCC1 (configuration not stated)
→ -1 | -5 | -2 | 8 | -1 | 1 | -0.6 | 12
> CC(=O)N(c1ccc(Br)cc1)C1C=CS(=O)(=O)C1 (configuration not stated)
→ -18 | -4 | -2 | -3 | 12 | 14 | -1.5 | 8
> O=C(NNC(=O)C1CCCO1)c1ccccc1Cl (configuration not stated)
→ 7 | 1 | -3 | -3 | -5 | 5 | 1.3 | -2
> CNC(=O)c1ccc(NC(=O)CC23CC4CC(CC(C4)C2)C3)cc1
→ 29 | 3 | -7 | -22 | 10 | -19 | 0.9 | -3
> CCN(CC(=O)Nc1c(F)cccc1F)C(=O)c1cc([N+](=O)[O-])ccc1N1CCOCC1
→ -5 | -2 | -1 | 3 | -2 | 21 | -0.5 | 7
> c1ccc(-n2nnnc2-n2ccnc2)cc1
→ 9 | -3 | 1 | -16 | 1 | 3 | -2.8 | 15
> CCOC(=O)c1ccc(Nc2c(OCC)c(=O)c2=O)cc1
→ 6 | 0 | -4 | 6 | 16 | -4 | 0.5 | 26

Brought forward from above: 3 entries, then new ones.
Results follow in this order: tim23-1 inh | APJ agonist | UPR XBP1 act | Jurkat NFkB inh | APJ antagonist | 697 NFkB inh | CHOP UPR activ | Mdm2 MdmX PPI
> CCN(CC(=O)Nc1c(F)cccc1F)C(=O)c1cc([N+](=O)[O-])ccc1N1CCOCC1
→ -5 | -2 | -1 | 3 | -2 | 21 | -0.5 | 7
> c1ccc(-n2nnnc2-n2ccnc2)cc1
→ 9 | -3 | 1 | -16 | 1 | 3 | -2.8 | 15
> CCOC(=O)c1ccc(Nc2c(OCC)c(=O)c2=O)cc1
→ 6 | 0 | -4 | 6 | 16 | -4 | 0.5 | 26
> COc1ccc(CCNC(=O)C(=O)NCCC2CCCCN2S(=O)(=O)c2ccccc2)cc1 (configuration not stated)
→ 11 | -5 | 0 | -3 | 13 | 9 | 7.0 | 9
> CCN1CCN(c2nc3sc4c(c3c3ncnn23)CC(C)CC4)CC1 (configuration not stated)
→ 24 | -3 | 0 | 3 | 15 | -3 | -1.6 | 8
> CCOC(=O)N1CCN(C(=O)CCc2nc3sc4c(c3c(=O)[nH]2)CCCC4)CC1
→ 10 | -4 | 1 | -11 | 23 | -5 | -2.2 | 7
> Cc1ccc(-c2nc3ccccn3c2Nc2ccccc2)o1
→ 10 | 0 | -3 | -10 | -15 | -50 | 1.0 | -15
> CCN(CC)S(=O)(=O)c1ccc(N2CCCC2)c(NC(=O)c2ccc(OC)cc2OC)c1
→ 23 | 1 | 2 | 0 | 19 | 10 | -0.3 | 8
> COc1ccc(OC2CCN(S(=O)(=O)c3cccc(F)c3)CC2)cc1
→ -9 | -4 | 0 | 1 | -16 | -3 | -1.3 | 8
> COc1ccc(CC(=O)N(C)Cc2ccc(C(C)(C)C)cc2)cc1S(=O)(=O)N1CCOCC1
→ 2 | 3 | -4 | -11 | -34 | 2 | 0.9 | 19
> Cc1ccc(N/C=C/C(=O)c2ccccc2)cc1C
→ 2 | 0 | -2 | -174 | 14 | -360 | -2.5 | -32
> CCCc1cc(=O)oc2c3c(c(Cl)cc12)OCN(CCCO)C3
→ 6 | 0 | -1 | -3 | 16 | 10 | 1.1 | -3
> Cc1cc(C)c2c(CN3CCN(CCO)CC3)cc(=O)oc2c1
→ 2 | -4 | 1 | -4 | -7 | 19 | -1.0 | 9
> COCCN1C(=O)/C(=C2/C(=O)N(CC(=O)Nc3ccccc3Cl)c3ccccc32)SC1=S
→ 7 | 23 | -2 | 13 | -123 | 6 | -1.8 | 25
> COc1ccc(S(=O)(=O)Nc2nncs2)cc1
→ -5 | 0 | 3 | 9 | 2 | -25 | 1.6 | -3
> Cc1cc(C)n(CC(=O)NC2CCCN(Cc3ccc(Cl)cc3)C2)n1 (configuration not stated)
→ -5 | -1 | -5 | -1 | 12 | -4 | -2.0 | -6
> O=C(CSc1nnc(-c2ccccc2F)o1)Nc1ccc(N2CCOCC2)cc1
→ 4 | -3 | 2 | -2 | 1 | 5 | 1.5 | 14
> CCc1ccc2nc(SCC(=O)N3CCCCC3)c(C#N)cc2c1
→ 19 | -1 | -1 | -24 | -1 | -11 | -2.3 | -17
> COc1ccccc1OC1OC2COC(c3ccco3)OC2C(O)C1NC(C)=O (configuration not stated)
→ 1 | 1 | -3 | -12 | -10 | 11 | 1.2 | -16
> COCCNC(=O)c1c(CSc2ccc(Cl)cc2)noc1C(=O)NCc1ccccc1
→ 26 | 4 | 2 | -7 | -15 | -5 | -0.3 | 17
> Cc1ccc(NS(=O)(=O)c2cc(C(=O)N3CCOCC3)ccc2C)cc1C
→ 2 | 4 | -4 | 1 | -30 | 12 | 0.0 | 23
> O=C(CN1CCC(NC(=O)c2ccco2)CC1)Nc1ccccc1[N+](=O)[O-]
→ 13 | -2 | -4 | -4 | 4 | 7 | -0.2 | 2
> Cc1ccc(Cc2cnc(NC(=O)c3ccco3)s2)cc1
→ 44 | -4 | -5 | -94 | 4 | -236 | -1.3 | -97

Only UPR XBP1 act, CHOP UPR activ and 697 NFkB inh (2 entries from above):
SMILES | UPR XBP1 act | CHOP UPR activ | 697 NFkB inh
Cc1cc(C)n(CC(=O)NC2CCCN(Cc3ccc(Cl)cc3)C2)n1 (configuration not stated) | -5 | -2.0 | -4
COCCN(C(=O)COC(=O)CC1CCCCC1)c1c(N)n(Cc2ccccc2)c(=O)[nH]c1=O | -6 | 2.3 | -5

Following part.
Results follow in this order: tim23-1 inh | APJ agonist | UPR XBP1 act | Jurkat NFkB inh | APJ antagonist | 697 NFkB inh | CHOP UPR activ | Mdm2 MdmX PPI
> NC(=O)N1CCN(C(=O)c2ccco2)CC1
→ -1 | -1 | 1 | 3 | 19 | 6 | 0.9 | 9
> CC(=O)c1cnc2scnn2c1=O
→ -5 | -3 | -3 | 9 | -3 | 13 | 1.3 | 6
> O=C(Nc1ncc([N+](=O)[O-])s1)c1cccs1
→ 32&42 | -1&-4 | -7&-5 | -96&-53 | 16&27 | -171 | 0.5&-0.3 | -55&-66
> Cn1cc(CNC(=O)C2CCC(=O)N(Cc3ccccc3F)C2)cn1 (configuration not stated)
→ 6 | 3 | -5 | -14 | 4 | 10 | -0.1 | -6
> Cc1ccc(S(=O)(=O)N2CCN(C(=O)n3ccnc3)CC2)cc1
→ -2 | 1 | -2 | 0 | -12 | 1 | 8.0 | -25
> c1ccc(CNc2nc(-c3ccccc3)nc3ccccc23)cc1
→ 56* | -2 | 0 | 15 | 14 | 1 | -0.3 | 24
> COC(=O)c1ccc(S(=O)(=O)N(CCO)Cc2ccccc2)n1C
→ 14 | -2 | -2 | 11 | 13 | 16 | -0.6 | 6
> Clc1ccccc1-c1nn2c(COc3ccccc3)nnc2s1
→ 36 | 2 | 0 | 4 | 14 | 15 | -0.5 | 31
> Cc1ccc2cc(C#N)c(N3CCCN(C(=O)c4cnccn4)CC3)nc2c1
→ 11 | -2 | -6 | 5 | 3 | 17 | -1.9 | 27
> Fc1cccc(/C=N/Nc2ncnc3nc[nH]c23)c1
→ 3 | -2 | 3 | -60 | 1 | -68 | 2.1 | 5

Some of these compounds in order of formula weight, ascending.
Results follow in this order: tim23-1 inh | APJ agonist | UPR XBP1 act | Jurkat NFkB inh | APJ antagonist | 697 NFkB inh | CHOP UPR activ | Mdm2 MdmX PPI
> c1ccc(CNc2nc(-c3ccccc3)nc3ccccc23)cc1
→ 56* | -2 | 0 | 15 | 14 | 1 | -0.3 | 24
> COC(=O)c1ccc(S(=O)(=O)N(CCO)Cc2ccccc2)n1C
→ 14 | -2 | -2 | 11 | 13 | 16 | -0.6 | 6
> Cc1ccc2cc(C#N)c(N3CCCN(C(=O)c4cnccn4)CC3)nc2c1
→ 11 | -2 | -6 | 5 | 3 | 17 | -1.9 | 27

Continuation.
Results follow in this order: tim23-1 inh | APJ agonist | UPR XBP1 act | Jurkat NFkB inh | APJ antagonist | 697 NFkB inh | CHOP UPR activ | Mdm2 MdmX PPI
> COC(=O)c1ccc(COc2ccc(/C=N/NC(=O)C(=O)Nc3ccc(OC)cc3)cc2OC)o1
→ -10 | -4 | -1 | 9 | 5 | 3 | -0.5 | 37
> N#C/C(=C\c1ccncc1)c1nc2c(s1)CCCC2
→ 24 | 4 | 1 | 2 | 5 | -31 | 4.6 | -45
> COc1ccc2[nH]cc(CCNC(=O)CC[C@H]3O[C@@H](n4cc(C)c(=O)[nH]c4=O)C[C@@H]3O)c2c1
→ 22 | x | 2 | x | x | 0 | 3.7 | 4
> COc1cc(C(C)=O)ccc1OCC(O)CN1CCN(S(=O)(=O)c2ccccc2)CC1 (configuration not stated)
→ 5 | -3 | -6 | 2 | -9 | -23 | 2.8 | -8
> CC(C)(C)NC(=O)COC(=O)c1ccccc1OCC(=O)Nc1ccc(Br)cc1
→ 2 | 5 | 5 | 1 | -20 | -69 | 2.7 | -16
> O=C(O)c1ccc(NC(=O)C2CC=CCC2C(=O)O)cc1 (configuration not stated)
→ -5 | -2 | -2 | -11 | 10 | -6 | 2.3 | 7
> COC(=O)c1ccsc1NC(=O)C1=COCCO1
→ 0 | 0 | -2 | -3 | -27 | 15 | -0.3 | 7
> Cc1cc2nc(-c3ccc(SCC(=O)Nc4ccc(S(=O)(=O)NC5CC5)cc4)nc3)[nH]c2cc1C
→ 13 | 2 | -1 | -181 | 2 | -154 | 4.1 | -160
> Nc1ccc(N2CCN(C(=O)c3cccs3)CC2)cc1
→ -1 | -3 | 9 | -29 | -19 | -36 | 1.2 | 12
> CSc1nnc2c3cc(F)ccc3n(Cc3ccccc3)c2n1
→ -24 | -1 | 11 | 15 | 23 | -8 | 0.4 | 27
> COc1ccc(CCNS(=O)(=O)c2ccc(-n3cnnn3)c(OC)c2)cc1OC
→ -12 | -1 | -5 | 0 | 21 | 6 | 0.5 | 21
> Cc1ccc(C)c(NC(=S)NCCN(C2CCCCC2)C2CCCC2)c1
→ 3 | -2 | -1 | 5 | 4 | 2 | 0.7 | 41

Compound activity: PubChem BioAssay, Sanford-Burnham Center for Chemical Genomics

This is a random part of the collection, and some 5% of all compounds hit somewhere here.
